14-3-3 PPI: modulators of human 14-3-3 gamma - Raf peptide interaction; FP, 14-3-3gamma / TMR-pS259-Raf peptide binding; inhibition, % at 40 µM; 160,000 compounds, 0.19% hits; AID 422; in the data active means inhibition above about 30%;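 further: 0% = protein plus tracer without compound and 100% = blank with tracer alone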
Target sequence (P61981 whole entry, looked up): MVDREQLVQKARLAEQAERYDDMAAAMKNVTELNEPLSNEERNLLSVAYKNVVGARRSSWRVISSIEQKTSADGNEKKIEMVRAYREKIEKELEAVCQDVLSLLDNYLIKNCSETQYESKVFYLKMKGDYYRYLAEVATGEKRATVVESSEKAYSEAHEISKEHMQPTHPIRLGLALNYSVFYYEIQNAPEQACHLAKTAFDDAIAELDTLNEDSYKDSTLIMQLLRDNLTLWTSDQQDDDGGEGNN
The depositor's hits bear a star; & = joins results of further samples.

SMILES | 14-3-3 PPI
Cc1ccc(C(=O)Nc2c(C(=O)N3CCCCC3)cnn2-c2ccccc2)cc1 | -1
O=C(CN(c1ccccc1Cl)S(=O)(=O)c1ccccc1)N1CCN(Cc2ccccc2)CC1 | -6
Cc1cc(C(=O)N2N=C(C3CC3)CC2(O)C(F)(F)F)c2ccccc2n1 (stereo not given) | -8
Cc1ccccc1Nc1c(-c2ccccc2O)nc2ncccn12 | -8
Cc1c(Br)c([N+](=O)[O-])nn1CC(=O)Nc1cc(C(F)(F)F)ccc1Cl | -11
COc1cccc(NC(=O)C2CCN(S(=O)(=O)c3ccc(Cl)cc3)CC2)c1 | 4
COCCNC(=O)c1cccc(N2CCCC2=O)c1 | 2
O=C(CSc1nc2sc3c(c2c(=O)n1-c1ccccc1)CCC3)Nc1ccc2c(c1)OCCO2 | -19
CCOC(=O)c1c(C)n(C)c2ccc(OC)c(NC(=O)CN3CCN(Cc4ccccc4)CC3)c12 | -5
O=c1c2ccc(Cl)cc2[nH]c(=S)n1CCN1CCOCC1 | -3
Cc1ccc(O)c(C=Nc2ccc(O)c(-c3nc4cc(C)ccc4o3)c2)c1 | -92
Cc1ccccc1OCC(=O)Nc1cccc2nsnc12 | -145
COC(=O)CSc1nnc(CNC(=O)c2cccs2)n1-c1cc(OC)ccc1OC | 4
CC1CC(C)CN(S(=O)(=O)c2ccc(C(=O)Nc3nc(-c4nc5ccccc5s4)cs3)cc2)C1 (stereo not given) | -11
COc1ccc(CCNC(=O)C2CCCN2C(=O)NC2CCCCC2)cc1OC (stereo not given) | -6
O=S(=O)(Nc1ccc(Cl)c2cccnc12)c1ccccc1 | -9
NS(=O)(=O)c1ccc(CNC2CC(=O)N(c3ccc(Br)cc3)C2=O)cc1 (stereo not given) | -13
O=C(CSc1nc2c(c(=O)[nH]1)CCCC2)Nc1ccc(Cl)cc1F | -8
COCCCNS(=O)(=O)c1ccc2c(c1)CCN2C(C)=O | -3&3
CC1=C(C(=O)OCCOc2ccccc2)C(c2ccccc2[N+](=O)[O-])C2=C(CCCC2=O)N1 (stereo not given) | -29

Some values from the results shown:
Result for Cc1c(Br)c([N+](=O)[O-])nn1CC(=O)Nc1cc(C(F)(F)F)ccc1Cl in 14-3-3 PPI: -11
Result for CCOC(=O)c1c(C)n(C)c2ccc(OC)c(NC(=O)CN3CCN(Cc4ccccc4)CC3)c12 in 14-3-3 PPI: -5
Result for COc1cccc(NC(=O)C2CCN(S(=O)(=O)c3ccc(Cl)cc3)CC2)c1 in 14-3-3 PPI: 4
Result for Cc1ccccc1Nc1c(-c2ccccc2O)nc2ncccn12 in 14-3-3 PPI: -8
Result for COc1ccc(CCNC(=O)C2CCCN2C(=O)NC2CCCCC2)cc1OC (stereo not given) in 14-3-3 PPI: -6
Result for O=C(CSc1nc2sc3c(c2c(=O)n1-c1ccccc1)CCC3)Nc1ccc2c(c1)OCCO2 in 14-3-3 PPI: -19
Result for COC(=O)CSc1nnc(CNC(=O)c2cccs2)n1-c1cc(OC)ccc1OC in 14-3-3 PPI: 4

(listing goes on)
SMILES | 14-3-3 PPI
C=CCN(C(=O)CCC(=O)O)C1CC(=O)N(c2ccc(OC)cc2)C1=O (stereo not given) | -6
Cc1ccc(OCCCC(=O)N2CCOCC2)cc1 | -4
CCOC(=O)c1c(C)[nH]c(C=Nc2ccccc2)c1O | -5
COc1ccc(Cc2nnc(SCC(=O)c3ccc(OC)cc3)o2)cc1 | -3
Cc1ccc(CNC(=O)Cn2c(=O)c3sccc3n(Cc3ccccc3C)c2=O)cc1 | -2
Cc1nnc(SC(C)C(=O)Nc2ccc(S(=O)(=O)N3CCCCCC3)cc2)s1 (stereo not given) | -10
O=C(NCCCN1CCN(c2ccccc2F)CC1)c1cccn2c(=O)c3ccccc3nc12 | -1
Cc1sc(NC(=O)c2cccc(C(F)(F)F)c2)c(C(=O)OC(C)C)c1C | -5
O=C(CSc1nc(-c2ccccc2)cs1)Nc1nccs1 | 0
CCOCCOC(=O)C1=C(C)NC2=C(C(=O)CC(C)(C)C2)C1c1cccc(OC)c1 (stereo not given) | -7
O=C(Nc1nnc(-c2cccc([N+](=O)[O-])c2)s1)c1cccc(F)c1 | -2
CC1=C2C(CCS2(=O)=O)CC2(C1)C(=O)OC(C)(C)OC2=O (stereo not given) | -6
COc1ccc(N2CCC(CNS(=O)(=O)c3cccc(C(F)(F)F)c3)C2)cc1 (stereo not given) | -47&-118
COc1nc(Nc2ccc(OC)c(Cl)c2)nc(OC)n1 | 2&-3
COc1ccccc1N1CCN(S(=O)(=O)c2c(C)sc3ncn(CC(=O)N4CCCCC4)c(=O)c23)CC1 | -32
O=C1C2C3CC(C(Br)C3Br)C2C(=O)N1c1cccc2ccccc12 (stereo not given) | -2
Cc1cc(Nc2ccc(Cl)cc2)n2nnnc2n1 | 1
CC(=O)Nc1ccc2nc(SCc3c(C)cc(C)c(C(C)=O)c3C)sc2c1 | -16
O=C(OCC(=O)N1CCN(C(=O)c2ccco2)CC1)c1ccccc1OCc1ccc(Cl)cc1 | -4
O=C1C2C3C=CC(C4CC34)C2C(=O)N1c1ccncc1 (stereo not given) | 1
O=C(c1ccc(S(=O)(=O)N2CCCCC2)cc1)N1CCN=C1SCc1cccnc1 | -7
Cc1ccc(NC(=O)C23CC4CC(C)(CC(C)(C4)C2)C3)cc1C | -3
Cc1nnc(Sc2nc3c(c(=O)[nH]c(=O)n3C)n2Cc2ccccc2)s1 | 2
O=C1C2CC=C(Cl)CC2C(=O)N1CCCN1CCN(CCCN2C(=O)C3CC=C(Cl)CC3C2=O)CC1 (stereo not given) | 1
c1cc2c(cc1CN1CCN(Cc3ccc4c(c3)OCO4)CC1)OCO2 | -8
CCOC(=O)CNC(=O)c1c(C)nn(-c2ccccc2)c1Cl | -14
CCOC(=O)COc1ccccc1C1Nc2ccc(Br)cc2-c2nnc(SC)nc2O1 (stereo not given) | -33
Cc1ccc(N2C(=O)c3ccc(Oc4cccc([N+](=O)[O-])c4)cc3C2=O)cc1 | -7
Cc1ccc(-n2c3c(cc(C(=O)NC4CCSC4=O)c2=O)C(=O)CCC3)cc1 (stereo not given) | 3
Cc1cccc(N(C)S(=O)(=O)c2ccc3[nH]cc(C(=O)NCCC(C)C)c(=O)c3c2)c1 | -2
COc1ccc(N2CCN(CC(O)COc3ccc(C45CC6CC(CC(C6)C4)C5)cc3)CC2)cc1 (stereo not given) | -6
COc1ccc(-c2csc(NC(=O)CSc3nc(C)cc(C)n3)n2)cc1 | -2
CCS(=O)(=O)N1CCN(Cc2ccccc2OC)CC1 | 9
Cc1cccc(N2CCN(C(=O)C3CCN(S(=O)(=O)c4cnc[nH]4)CC3)CC2)c1C | 5
COC(=O)C1=C(C)Nc2nc(SC)[nH]c(=O)c2C1c1ccc(Cl)cc1 (stereo not given) | -8
CC1CN(Cc2ccc(C#N)cc2Cl)CC(C)O1 (stereo not given) | -4
COc1ccc(Nc2nc(-c3ccccc3F)nc3ccccc23)cc1 | -4
Cc1cc(C)c(C#N)c(SCC(=O)N2c3ccccc3Sc3ccc(Cl)cc32)n1 | -8
Cc1ccc(C(=O)Nc2ccc3oc(-c4ccc(C(C)(C)C)cc4)nc3c2)cc1 | -15
Cc1ccc(-c2cc(C(=O)N3CCCCC3C)c3ccccc3n2)cc1C (stereo not given) | -14

An excerpt from above in order of their number in 14-3-3 PPI, highest first.
SMILES | 14-3-3 PPI
O=C(CSc1nc(-c2ccccc2)cs1)Nc1nccs1 | 0
COc1ccc(-c2csc(NC(=O)CSc3nc(C)cc(C)n3)n2)cc1 | -2
Cc1c(Br)c([N+](=O)[O-])nn1CC(=O)Nc1cc(C(F)(F)F)ccc1Cl | -11
CC1=C(C(=O)OCCOc2ccccc2)C(c2ccccc2[N+](=O)[O-])C2=C(CCCC2=O)N1 (stereo not given) | -29

(continued)
SMILES | 14-3-3 PPI
O=C(CCSCCC(=O)NCc1cccs1)NCc1cccs1 | -18
CC(=O)CCc1c(C)c2cc(C)ccc2[nH]c1=O | -10
CCn1c(SC(=O)NC2CCCCC2)nnc1-c1cccs1 | -3
Cc1ccccc1CN1C(=O)C(O)(CC(=O)c2ccc(C(C)(C)C)cc2)c2ccccc21 (stereo not given) | -3
CCOC(=O)c1c(C)oc2c(Br)cc(NS(=O)(=O)c3ccc(C)cc3C)cc12 | 2
CCc1nn2cc(-c3ccccc3)nc2s1 | 1
CCOC(=O)c1c(-c2ccccc2)csc1NC(=O)c1ccc(Cl)cc1 | -12
O=C(NCCCN1CCOCC1)c1cc(=O)[nH]c2ccc(S(=O)(=O)N3CCCC3)cc12 | 1
CCOC(=O)C1=C(C)NC2=C(C(=O)CC(c3ccccc3)C2)C1c1cc(CC)sc1SCC (stereo not given) | 0
Cc1cccc(NC(=O)CCN2CC(C)OC(C)C2)c1 (stereo not given) | -5
CCC(C)(C(=O)NC1CCCCC1)N(C(=O)c1ccccn1)c1c(C)n(C)n(-c2ccccc2)c1=O (stereo not given) | -33
COc1ccc(-n2nc(C(=O)NCCN3CCOCC3)c3ccccc3c2=O)c(OC)c1 | -17
O=C(Nc1ccc2oc(-c3ccncc3)nc2c1)c1sc2ccccc2c1Cl | -17
CCOc1cccc2c1OC(c1ccc(OC)cc1)N1N=C(c3ccc(C)o3)CC21 (stereo not given) | -374
CCOC(=O)c1cccc(NC(=O)CCc2nc(-c3ccc(C)cc3)no2)c1 | -4
CCOc1ccc(C(=O)N(Cc2cccs2)C2CCS(=O)(=O)C2)cc1 (stereo not given) | -7
CCOc1ccc2nc(SCC(=O)Nc3ccccc3C(N)=O)sc2c1 | -16
CCOc1ccc(C2Nc3cccc4cccc(c34)N2)cc1OC | -42
CCC1Oc2ccc(C)cc2N(CC(=O)NCc2cccs2)C1=O (stereo not given) | 11
COc1ccc(NC(=O)C2CCC(CNS(=O)(=O)c3cccs3)CC2)cc1Cl (stereo not given) | -23

In the list so far, two have a tert-butyl group:
SMILES | 14-3-3 PPI
Cc1ccc(C(=O)Nc2ccc3oc(-c4ccc(C(C)(C)C)cc4)nc3c2)cc1 | -15
Cc1ccccc1CN1C(=O)C(O)(CC(=O)c2ccc(C(C)(C)C)cc2)c2ccccc21 (stereo not given) | -3

(listing goes on)
SMILES | 14-3-3 PPI
COC(=O)C1C(=O)C2=C(CC1C)NC(C)=C(C(=O)OC1CCCCC1)C2c1cccc(OC)c1 (stereo not given) | -1
CN1CCc2cccc3c2C1Cc1ccc(O)c(O)c1-3 (stereo not given) | -9
COc1ccc(NC(=O)CCS(=O)(=O)c2ccc(OC)cc2)cc1 | 8
COc1ccc(C(=O)N2CCC(C(=O)NCc3ccncc3)CC2)cc1 | 5
O=C1OCCN1CCNc1ccc([N+](=O)[O-])cc1 | 1
Cc1ccc(S(=O)(=O)Nc2cc(C(=O)NCCC(C)C)ccc2N2CCCC2)cc1 | -4
CCOC(=O)c1ccc(Nc2cc(C)nc(-c3ccccc3O)n2)cc1 | -17
C=CCn1c(SCC(=O)Nc2ccccc2C(F)(F)F)nc2scc(-c3ccc(F)cc3)c2c1=O | 7
Cc1nnc(NC(=O)CSc2nnc(-c3ccoc3C)n2CC(C)C)s1 | -3
Cc1cc(C)n(-c2ccc(N3CCOCC3)nn2)n1 | -16
CCn1c(=O)cc(OCC(=O)NC2CCCCC2)c2ccccc21 | 4
Cc1cc(NC(=O)CN2CCN(C)CC2)c2ccccc2n1 | -1
O=C(Oc1ccc(Cl)cc1N1C(=O)CCC1=O)c1ccco1 | -4
COc1ccc(S(=O)(=O)N2CCN(C(=O)c3cccc(Cl)c3)CC2)cc1 | -7
CCOc1c(OC)cccc1C1CC(=O)Nc2cc(OC)c(OC)cc21 (stereo not given) | -3
CN(C(=O)c1cc2c(=O)oc3ccccc3c2s1)c1cccc(C(F)(F)F)c1 | -2
CN=c1sc(C(=O)Nc2cccc(Cl)c2)cc(=O)n1C | 2&-2
COc1cc2ccccc2cc1C(=O)Nc1ccc(S(=O)(=O)Nc2cc(C)on2)cc1 | -12
O=C(Nc1cccc(C(=O)N2CCCCCC2)c1)c1ccco1 | 2
Cc1nn(Cc2ccccc2Cl)c(C)c1C(=O)N1CCN(c2ccccc2)CC1 | 1
CCCSc1nnc2c(n1)OC(c1ccccc1OC(C)=O)N(C(C)=O)c1ccccc1-2 (stereo not given) | -6
COC(=O)CSc1nnc2n(-c3ccccc3)c(=O)c3c4c(sc3n12)COC(C)(C)C4 | -1
O=C(Nc1ccccc1C(F)(F)F)c1ccc(F)cc1 | 5
COc1ccc(-c2nn(C)c(=O)c3ccccc23)cc1NC(=O)c1ccc(C)cc1 | -4
c1ccc2ncc(-n3cnnn3)cc2c1 | -3
Cc1cc(C)nc(SCC(=O)NCc2ccco2)n1 | -7
COc1ccc2c(c1)c(CC(=O)N1CCOCC1)c(C)n2C(=O)c1ccc(Cl)cc1 | 6
CCOC(=O)c1c(NC(=O)C2CC2c2ccccc2)sc2c1CCCC2 (stereo not given) | -14
CCOC(=O)c1sc2nc(C)c(Cl)c(C)c2c1-n1cccc1 | 3
CCOc1cccc2c1OC1(C)C(C(=O)N(C)C)C2NC(=S)N1c1ccccc1 (stereo not given) | -5
COc1nc(-c2ccccc2)ccc1-c1noc(-c2ccccc2F)n1 | -7
CSc1nc2c([nH]c3ccccc32)c(=O)n1-c1cc(C)cc(C)c1 | 8
Cc1ccc(F)cc1NC(=O)c1sc2ncnc(N3CCC(C)CC3)c2c1C | 4
O=C(CSc1nnc(-c2cccs2)o1)Nc1nc(-c2ccccc2)cs1 | 4
CCSc1nnc(-c2ccc(S(=O)(=O)N3CCOCC3)cc2)n1CC1CCCO1 (stereo not given) | -2
CCOC(=O)Cc1c(C)nc2c(-c3ccccc3)cnn2c1C | 3
COc1cc2c(cc1OC)C(C(=O)NCCN1CCc3ccccc3C1)C1c3ccccc3CCN1C2=O (stereo not given) | -13
CCOC(=O)Nc1ccc(NC(=O)c2c(OC)cccc2OC)cc1 | 2

From PubChem BioAssay

Only part of the results is shown; rates above refer to the full screens.
